KDM5B inhibitor: blocks human KDM5B histone demethylase activity; Q9UGL1; KDM5B demethylase, FDH-coupled NADH fluorescence (FDH is formaldehyde dehydrogenase); Potency, µM (titrated, usually from 57.7 µM), for inactives: top-dose activity change, negative = inhibition, actives largely listed as inhibitors; hit rate 2.6% among 220,000; active means well fitted inhibition curve with a large enough effect; inconclusive means small, poorly fitted or top-dose-only effect; inactive means no such curve, though single readings can be large or run the other way; further: 0% is about no effect; nearly all actives have a fitted effect of over 70% in size
Target sequence (Q9UGL1 whole entry, looked up): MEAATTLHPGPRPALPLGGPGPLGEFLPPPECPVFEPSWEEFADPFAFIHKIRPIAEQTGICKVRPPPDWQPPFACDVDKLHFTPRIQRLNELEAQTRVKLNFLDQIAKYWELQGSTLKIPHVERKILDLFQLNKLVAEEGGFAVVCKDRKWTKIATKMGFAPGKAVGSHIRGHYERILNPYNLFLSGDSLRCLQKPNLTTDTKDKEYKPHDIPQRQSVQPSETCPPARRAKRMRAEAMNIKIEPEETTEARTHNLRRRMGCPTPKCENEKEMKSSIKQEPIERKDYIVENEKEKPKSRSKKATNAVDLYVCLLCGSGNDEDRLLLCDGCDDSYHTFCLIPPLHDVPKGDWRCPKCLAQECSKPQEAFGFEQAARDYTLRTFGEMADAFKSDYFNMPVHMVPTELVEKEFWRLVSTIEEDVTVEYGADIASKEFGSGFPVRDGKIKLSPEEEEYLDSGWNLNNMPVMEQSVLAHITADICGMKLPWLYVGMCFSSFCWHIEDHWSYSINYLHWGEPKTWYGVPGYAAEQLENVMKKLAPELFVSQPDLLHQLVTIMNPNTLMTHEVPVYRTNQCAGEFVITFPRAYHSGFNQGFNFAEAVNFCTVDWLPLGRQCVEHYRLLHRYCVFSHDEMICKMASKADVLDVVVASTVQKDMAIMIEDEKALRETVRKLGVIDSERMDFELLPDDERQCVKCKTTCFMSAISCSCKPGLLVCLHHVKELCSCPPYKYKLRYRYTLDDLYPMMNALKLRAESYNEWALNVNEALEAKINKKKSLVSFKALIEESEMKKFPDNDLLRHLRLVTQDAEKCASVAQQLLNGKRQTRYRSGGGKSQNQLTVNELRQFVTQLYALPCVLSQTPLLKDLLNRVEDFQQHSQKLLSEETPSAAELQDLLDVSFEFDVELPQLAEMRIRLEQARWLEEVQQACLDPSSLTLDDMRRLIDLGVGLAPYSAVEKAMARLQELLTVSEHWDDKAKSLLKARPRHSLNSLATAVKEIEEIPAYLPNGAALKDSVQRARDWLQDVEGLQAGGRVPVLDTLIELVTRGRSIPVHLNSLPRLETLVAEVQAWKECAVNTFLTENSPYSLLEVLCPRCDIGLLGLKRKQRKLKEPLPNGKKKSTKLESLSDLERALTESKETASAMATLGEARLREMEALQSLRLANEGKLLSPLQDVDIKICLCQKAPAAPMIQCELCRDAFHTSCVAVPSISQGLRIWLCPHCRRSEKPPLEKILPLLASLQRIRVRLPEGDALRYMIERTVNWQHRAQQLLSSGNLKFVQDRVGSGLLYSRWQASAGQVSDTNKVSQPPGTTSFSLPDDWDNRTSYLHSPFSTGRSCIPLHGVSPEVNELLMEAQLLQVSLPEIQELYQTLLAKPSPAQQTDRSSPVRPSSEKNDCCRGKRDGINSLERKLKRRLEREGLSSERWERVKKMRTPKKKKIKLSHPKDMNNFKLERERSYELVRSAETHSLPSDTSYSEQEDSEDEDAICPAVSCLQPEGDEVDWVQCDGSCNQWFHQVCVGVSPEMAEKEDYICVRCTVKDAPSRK
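Compound dilutions met 200 nM (final) KDM5BΔAP for 10 min at room temperature before substrate addition. The substrate mix held 12.5 µM H3K4me3 with cofactors 25 µM α-ketoglutarate and 50 µM Fe²⁺. NADH signal gain over 30 min defined activity.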
The depositor's hits bear a star; i = inactive; ? = inconclusive; & = joins results of further samples; [ ] = remark or other dose. Potency means the concentration at half of the fitted maximal effect. Not all compounds are listed; rates above refer to the full screens.

SMILES | KDM5B inhibitor
O=C(O)C[C@@H]1CCN(C(=O)Nc2ccccc2)C[C@@H]1CCN1CCCCC1 | -14%[86.2 µM]
CC(C)(Oc1ccc(Cl)cc1)C(=O)OCc1nc2ccsc2c(=O)[nH]1 | -1%
CS(=O)(=O)N1CCC2(CC1)CN(C(=O)c1ccc(Cl)cc1)CCO2 | -12%[115 µM]
COc1ccc(N2C(=O)C3(CCCCC3)C2C(=O)N2CCN(C(C)C)CC2)cc1 (stereo not given) | -11%
O=C(Nc1ccccc1)C1CN(S(=O)(=O)c2cccnc2)CC12CCCCC2 (stereo not given) | -17%
Cc1ccc(CNC(=O)c2c[nH]c3ccc(S(=O)(=O)N4CCOCC4)cc3c2=O)cc1 | ?
Cc1ccc(-c2nn3c(CCCC(=O)O)nc4ccccc4c3nc2=O)cc1 | -4%
CC(C)c1cc(C(=O)NCc2cccnc2Oc2cccc(C(F)(F)F)c2)n[nH]1 | 12%
Cc1noc(C)c1CN(C)Cc1ccc2c(c1)OCO2 | 11%
O=c1c2sc3ccccc3c2n(Cc2ccc(F)cc2)c(=O)n1Cc1ccco1 | ?

Rewritten with values ahead of the structure: part of the list above.
KDM5B inhibitor | compound
-17% | O=C(Nc1ccccc1)C1CN(S(=O)(=O)c2cccnc2)CC12CCCCC2 (stereo not given)
? | Cc1ccc(CNC(=O)c2c[nH]c3ccc(S(=O)(=O)N4CCOCC4)cc3c2=O)cc1

(continued)
SMILES | KDM5B inhibitor
CCc1noc(-c2cn(C3CCCN(C(=O)c4ccccc4)C3)nn2)n1 (stereo not given) | 5%
Cc1cc(N2CCN(c3cccc(C(F)(F)F)c3)CC2)n2nc(-c3ccccc3)nc2n1 | 19%
CCNC(=O)c1cccc2c(=O)c(C)c(-c3ccccc3)oc12 | 4%
COc1cc(-c2[nH]ncc2CN(CCO)Cc2ccccc2)cc(OC)c1OC | 23%
Cn1nc2n(c1=O)CCC(NC(=O)CCC1CCCCC1)CC2 (stereo not given) | 24%
COCC(=O)NC[C@H]1OC[C@@H](NC2CCCCC2)[C@@H]1O | -6%[115 µM]
Cc1ccc(CN2C[C@@H]3C(=O)N(CCc4ccccc4)C(=O)[C@@H]3C2)c(C)c1 | -18%
O=C(CSc1nccn1Cc1ccc(Cl)cc1)Nc1ccc2c(c1)OCO2 | -17%
c1ccc(CC2CCN(Cc3nnc4cc(-c5nc(-c6ccccc6)no5)ccn34)CC2)cc1 | -1%
Cc1cccc2n[nH]nc12 | 10%
Fc1ccccc1CNc1ncnc2sccc12 | 6%
CN(C)c1ccc(CN[C@H]2C[C@H]3C(=O)NC[C@@H](CCC(=O)NCc4ccc(F)cc4)N3C2)cc1 | ?
COc1ccc(Cl)cc1NC(=O)CSc1c2c(nc3ccccc13)CCC2 | -26%
CC(=O)Nc1ccc(NC(=O)c2cnc3ccccc3n2)cc1 | -12%
Cc1cc(Cl)ccc1Nc1nc(N2CCOCC2)nc2nccnc12 | 0%
Cc1ccc(CN2CCn3c(nn(-c4ccncc4)c3=O)C2)cc1 | 1%[86.2 µM]
CCc1ccc(C(=O)N2CCn3nc(C(O)c4ccccc4)cc3C2)s1 (stereo not given) | 25%
Cc1noc(/C=C/N(C)C)c1S(=O)(=O)N1CCCC(C(=O)Nc2ccc(F)cc2F)C1 (stereo not given) | ?
Cc1ccc(-c2noc(CSc3nnc(C)n3-c3ccc(C)c(C)c3)n2)cc1 | -11%
CNc1ccc(-c2noc([C@@H]3CCCN3C3CCC3)n2)cn1 | -30%[86.2 µM]
CCn1nc(C)c2c(-c3ccccc3)cc(=O)n(C(C)C(=O)Nc3cc(C)ccc3C)c21 (stereo not given) | -21%
C[C@@H](NC(=O)[C@@H]1C[C@@H](NS(=O)(=O)c2cccs2)CCN1C(=O)c1ccco1)C(N)=O | -5%
Cn1c(=O)c2c(-c3ccccc3)n(-c3cccc(C#N)c3)cc2n(C)c1=O | ?
Cc1ccc(C(=O)N2C[C@@H](CO)[C@H](c3ccccn3)C2)c(C)c1 | 25%
Cc1ccc(C(=O)Nc2sccc2C#N)s1 | -42%
Cc1nc2c(sc3cccc(F)c32)c(=O)n1CC(=O)Nc1ccccc1C(F)(F)F | -9%
COc1ccc(CNC(=O)Cc2c(C)c3ccc(OC)c(C)c3oc2=O)cc1OC | -17%
CCc1ccc(NC(=O)Cn2c(=O)n(Cc3ccc4c(c3)OCO4)c(=O)c3oc4ccccc4c32)cc1 | -17%
COCCCNC(=O)Cn1cnc2sc(C)c(S(=O)(=O)N3CCN(c4ccccc4OC)CC3)c2c1=O | -10%&-2%
O=C(COc1ccccc1)N1CCC2(CC1)CC(OCC1CC1)CCO2 (stereo not given) | 0%

5 compounds already listed, ordered by the number in KDM5B inhibitor, high to low.
SMILES	KDM5B inhibitor
C[C@@H](NC(=O)[C@@H]1C[C@@H](NS(=O)(=O)c2cccs2)CCN1C(=O)c1ccco1)C(N)=O	-5%
Cc1nc2c(sc3cccc(F)c32)c(=O)n1CC(=O)Nc1ccccc1C(F)(F)F	-9%
CCc1ccc(NC(=O)Cn2c(=O)n(Cc3ccc4c(c3)OCO4)c(=O)c3oc4ccccc4c32)cc1	-17%
CCn1nc(C)c2c(-c3ccccc3)cc(=O)n(C(C)C(=O)Nc3cc(C)ccc3C)c21 (stereo not given)	-21%
Cc1ccc(C(=O)Nc2sccc2C#N)s1	-42%

Later entries.
SMILES | KDM5B inhibitor
COCc1nnc2n1CCC(NC(=O)COc1ccc(F)cc1)CC2 (stereo not given) | 13%
COc1ccc(-c2ocnc2C(=O)Nc2c(C)cc(C)cc2C)cc1OC | -2%
CN(C)c1cccc(-c2nc(-c3nnn4c3COC(c3ccccc3Cl)C4)no2)c1 (stereo not given) | i
CN(C)c1cccc(C(=O)NCCCSc2ccccc2)c1 | ?
CCCCCCCCC/C=N/NC(=S)NC1CCCCC1 | -20%
O=C(COC(=O)c1ccc2ncsc2c1)c1ccc2c(c1)OCCCO2 | 12%
O=C(NC1CC1)c1c(-n2cnnn2)sc2c1CCCC2 | 3%
COc1ccc(C2CC(=O)C3=C(C2)OC(N)=C(C#N)C3c2ccc(C)cc2)cc1 (stereo not given) | 0%
COc1ccc(-c2ccnc(N[C@H]3CO[C@H]4[C@@H]3OC[C@H]4OC(=O)Nc3ccc(C(C)=O)cc3)n2)cc1 | -19%
Cc1cccc(C)c1NC(=O)Cn1cc(S(=O)(=O)Cc2ccc(F)cc2)c2ccccc21 | -24%
COc1ccc(-c2noc(CN(C(=O)c3ccccc3Cl)C(C)C)n2)cc1 | -19%
Cc1ncc(C(C)C)c(-c2ccccc2CN(C)C)n1 | -2%
CC1CCN(CCCNC(=O)C2CCCN(S(=O)(=O)c3cn(C)cn3)CCC(=O)NCC2)CC1 (stereo not given) | 26%
Cc1cc(C)c(CNCCS(=O)(=O)c2ccccc2)c(C)c1 | 18%
CCOc1ccc(CN2CCCC(COc3ccccc3C(=O)N3CCCC3)C2)cc1 (stereo not given) | -3%
CC(C)Oc1ccc(C(=O)N(Cc2ccc(N(C)C)cc2)Cc2ccco2)cc1 | ?
C=CCOc1cccc(-c2nnc(CCC(=O)NC(C)CC)c(=O)[nH]2)c1 (stereo not given) | -2%
Cc1oc2cc(O)ccc2c(=O)c1Oc1ccccc1Br | ?
COc1ccc(Cl)cc1NC(=O)CSc1nnc(C)n2c1cc1sccc12 | -15%
CC(NC(=O)C1(c2ccccc2)CC1)C12CC3CC(CC(C3)C1)C2 (stereo not given) | 7%
N=C(N)COc1ccc(Cl)c(Cl)c1 | -6%
Cc1ccc(S(=O)(=O)NCCc2nnc3ccc(SCc4ccc(F)cc4)nn23)cc1 | -41%
O=C(NC1CCCN(c2cc(-c3ccccc3)[nH]n2)C1)c1ccc2[nH]ccc2c1 (stereo not given) | ?
CCc1ccc(C(=O)c2cn(CC(=O)Nc3ccc(OC)cc3)c3cc4c(cc3c2=O)OCCO4)cc1 | -8%
CC1=NOC2(CCN(Cc3cccn3C)CC2)C1 | ?
CCOc1ccc(N2CC(NC(=O)Cc3cccs3)CC2=O)cc1 (stereo not given) | -6%
Cc1ccc(C(=O)C(C)OC(=O)c2ccc(S(=O)(=O)N(C)C)cc2)cc1 (stereo not given) | -2%
Cc1ccc(C)c(NC(=O)CN(C)C(=O)c2cc(C3CC3)nn2-c2ccccc2)c1 | 22%
COc1ccc(/C=N/NC(=O)c2cc(C)oc2C)cc1OC | -14%
COc1ccc(-c2nc(SCC(=O)NC3CCCC3)c(-c3ccc(F)cc3)[nH]2)cc1 | 3%
FC(F)(F)c1ccc(Cl)c(N/N=C/c2ccc(Cl)cc2Cl)c1 | 7%
CC(C)C1=NOC2(CCN(C(=O)C3CCCC3)CC2)C1 | -3%[149 µM]
O=C(NC1CCN(c2cc(-c3ccc(Cl)cc3)[nH]n2)C1)c1ccccc1 (stereo not given) | ?
CC(=O)NC(Cc1ccc(F)cc1)C(=O)NC1CCN(C(=O)Nc2ccc(F)cc2)CC1 (stereo not given) | 3%
NC1CC1c1ccc2ccccc2c1 (stereo not given) | 15%
CCOC(=O)c1ccc(NC(=O)N2Cc3[nH]cnc3C[C@H]2c2nc(-c3ccc(Cl)cc3)no2)cc1 | ?
O=C(c1cc[nH]c(=O)c1)N1CCCn2ccnc2C1c1ccccc1 (stereo not given) | -18%
CCCCN1C(=O)c2ccccc2C(C(=O)Nc2cccc(NC(C)=O)c2)C12CCCC2 (stereo not given) | -12%
O=C(Nc1cc(F)ccc1F)c1ccc2ccccc2n1 | -16%
O=C(Nc1ccc(F)cc1)c1n[nH]c(=O)c2ccccc12 | 18%
CCCOc1ccc(N2C(=O)CC(N(Cc3ccco3)C(=O)CC)C2=O)cc1 (stereo not given) | -9%
CC(C)(C)OC(=O)COc1ccc2c(=O)c(Oc3ccccc3Br)coc2c1 | -7%
COC[C@@H]1[C@H](C(=O)O)CCC(=O)N1C | -8%
CCc1ccc(NC(=O)Nc2ccccc2SCc2cc(=O)n3cc(C)ccc3n2)cc1 | -14%
O=C1Cc2c(-c3ccccc3Oc3ccccc3)n[nH]c2CN1Cc1ccccc1 | -10%[86.2 µM]
COc1ccc(NC(=O)C2=C(C)Nc3nc(CCCO)nn3C2c2ccc(O)cc2)cc1 (stereo not given) | -11%
CC(=O)Nc1ccc(/C(C)=N/NC(=O)c2ccc(COc3ccccc3Cl)o2)cc1 | ?
CC[C@H]1CN(C(=O)c2ccnc(Cl)c2)CC[C@H]1CC(=O)NCc1ccccc1 | -15%[86.2 µM]
CNc1ccc2c(cc1=O)[C@@H](NC)CCc1cc(OC)c(OC)c(OC)c1-2 | -5%
CCCOCCCNC(=O)c1c(C)noc1-c1ccc(OC(F)(F)F)cc1 | 0%
Following part
SMILES | KDM5B inhibitor
N#Cc1ccc(-c2nc(C(=O)NCC3CCCCC3)no2)cc1 | -15%
NC(=O)c1c(/N=C/c2cccnc2)sc2c1CCCC2 | -26%
CCC(C(=O)Nc1c(C)cc(C)cc1C)n1c(=O)c(-c2ccccc2NC(C)=O)nc2ccccc21 (stereo not given) | -7%
Cc1c(-c2ccccc2)[n+](=O)c(-c2ccc(Cl)cc2)c(C)n1[O-] | 13%
COc1ccc(N2C(=O)C(C)CS2(=O)=O)cc1S(=O)(=O)NCc1ccco1 (stereo not given) | -19%
COc1ccc(C(=O)N2CCN3C(=O)N(Cc4ccc(C)cc4)C[C@H]3C2)cc1 | 9%[86.2 µM]
Cc1ccccc1NC(=O)C1=Cc2sc3c(c2CS1)CCCC3 | ?
COc1ccc2cc(-c3ccccc3)c(=O)oc2c1 | i
CC(C)[C@H](NC(=O)OCc1ccccc1)C(=O)OCC(=O)c1ccccc1 | -2%
CC1(C)CC(CC(N)=O)CC(C)(C)N1 | -26%
C/C(CC(=O)Nc1ccc2c(c1)OCCO2)=N\NC(=O)Cc1ccc(Cl)cc1 | -2%
COc1ccc(NC(=O)CN(C)CC(=O)NC(=O)NCc2ccccc2)cc1 | -16%
C#CCNC(=O)[C@@H]1CCCN1[C@@H](C(=O)NC)c1ccccc1OC | -20%[86.2 µM]
COc1cccc(/C=C/C(=O)c2c(C)nn3c4ccccc4n(C)c23)c1OC(C)C | 36%[activator]
Cc1cc(C(=O)N2CCCC(n3c(C)cnc3C3CC3)C2)n(C)n1 (stereo not given) | 21%
COc1cc(OC)cc(C(=O)N2CCCC(Nc3ccc(F)cc3)C2)c1 (stereo not given) | -5%
COc1ccc(C2C(C(=O)Nc3ccc(C)cc3)=C(C)Nc3nc4ccccc4n32)cc1OC (stereo not given) | -2%
O=C(c1ccccc1F)N(Cc1ccc2cc[nH]c2c1)C1CC1 | 5%
Cc1oc(C(C)(C)C)cc1C(=O)NCc1ccc2c(c1)OCO2 | 18%
O=C(Nc1nnc(S(=O)(=O)Nc2ccccc2)s1)C1CCCCC1 | -2%
O=C1c2c(nc(COc3ccc4c(c3)OCO4)n2Cc2ccccc2)NCCN1Cc1ccccc1F | ?
CCCN(CCC)CC(O)Cn1cc(/C=C/C(=O)c2ccc(Br)cc2)c2ccccc21 (stereo not given) | -26%
Cc1ccc(NC(=O)c2cn3c4c(ccc(Cl)c4c2=O)OC(C)C3)c(C)c1 (stereo not given) | -19%
Cn1cccc1C(=O)NCc1nnc2ccc(-c3ccccc3)nn12 | -9%

Among those listed so far, these contain a COOH group.
SMILES | KDM5B inhibitor
O=C(O)C[C@@H]1CCN(C(=O)Nc2ccccc2)C[C@@H]1CCN1CCCCC1 | -14%[86.2 µM]
Cc1ccc(-c2nn3c(CCCC(=O)O)nc4ccccc4c3nc2=O)cc1 | -4%
COC[C@@H]1[C@H](C(=O)O)CCC(=O)N1C | -8%

Reprinted at random: 2 entries already listed.
SMILES | KDM5B inhibitor
Cc1cc(N2CCN(c3cccc(C(F)(F)F)c3)CC2)n2nc(-c3ccccc3)nc2n1 | 19%
CCCCCCCCC/C=N/NC(=S)NC1CCCCC1 | -20%

From PubChem BioAssay
